# Compound activity as filed in PubChem.
# POLB inh: qHTS Assay for Inhibitors of DNA Polymerase Beta | Potency, µM (series often up to 114 µM), without a hit: at the highest dose activity change, negative = inhibition, usual class: inhibitors | Pol beta primer extension/strand displacement, fluorescence kinetic | 340,000 tested, 1.3% active | AID 485314, 2010 | P06746; further: on the % scale 0 is the no-effect control and ±100 the full control effect
#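 Curves were derived by four-parameter Hill fits of normalized qHTS data. The kinetic fluorescent primer-extension read was taken at 0 and 10 min after 50 nM substrate, following a 15 min room-temperature preincubation of 10 nM enzyme with compounds.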
# BLM helicase inh: qHTS Assay for Inhibitors of Bloom's syndrome helicase (BLM); recombinant BLM DNA unwinding, fluorescence dequenching; RecQ-like DNA helicase BLM (Homo sapiens), P54132; Potency, µM (series often up to 56.1 µM), for the others: top-dose activity change, negative = inhibition, most hits filed as inhibitors; 350,000 tested, 0.2% active;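 further: plate controls were vehicle for no effect and no enzyme for full effect; nearly all actives have a fitted effect of over 35% in size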
# Pol eta inh: qHTS for Inhibitors of Polymerase Eta; DNA polymerase eta (Homo sapiens), Q9Y253; recombinant Pol eta, fluorescent DNA replication assay; Potency, µM (top dose mostly 114 µM), inactives show at the highest dose activity change, negative = inhibition, hits mostly inhibitors; 390,000 tested, 1.2% active; further: on the % scale 0 is the no-effect control and ±100 the full control effect
#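 Pol eta at 10 nM preincubated with compounds 15 min at room temperature; reaction started with fluorescent substrate (50 nM final) and read kinetically at 0 and 10 min.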
# Pol iota inh: qHTS for Inhibitors of Polymerase Iota | Pol iota fluorescent replication assay, 10 min | DNA polymerase iota (Homo sapiens), Q9UNA4 | Potency, µM (titrated, usually from 115 µM), for the others: at the top dose activity, negative = inhibition, most hits filed as inhibitors | 390,000 tested, 1% active
#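 Pol iota at 10 nM preincubated 15 min with compounds at room temperature; reaction started with fluorescent substrate, 50 nM final. Fluorescence read kinetically at 0 and 10 min; buffer-only wells as negative control.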
# POLK inh: qHTS for Inhibitors of Polymerase Kappa; DNA polymerase kappa (Homo sapiens), Q9UBT6; purified Pol kappa, fluorescent DNA synthesis assay, 10 min; Potency, µM (highest dose often 107 µM), for the others: top-dose activity, negative = inhibition, most hits filed as inhibitors; 400,000 tested, 0.53% active; AID 588579, 2011; further: on the % scale 0 is the no-effect control and ±100 the full control effect
#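 Fluorescent qHTS in 1536-well format: enzyme (10 nM) and compound sat 15 min at room temperature before 50 nM substrate (final) was added. Signal taken at 0 and 10 min; no-enzyme buffer wells were negative controls.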
# APEX1 inh: qHTS Assay for Inhibitors of the Human Apurinic/apyrimidinic Endonuclease 1 (APE1); Potency, µM (doses to about 65.8 µM), for the others: at the highest dose activity change, negative = inhibition, actives largely listed as inhibitors; recombinant APE1, TAMRA/BHQ-2 abasic DNA cleavage fluorescence; AID 2517, 2012; 350,000 tested, 0.35% active;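 further: plate controls were vehicle for no effect and reference inhibitor for full effect; nearly all actives have a fitted effect of over 55% in size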
#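 Substrate: short duplex with […] THF abasic site, 5'-TAMRA and 3'-BHQ-2, 50 nM final. APE1 at 0.75 nM, preincubated 15 min RT with compound. Fluorescence increase from first to third read measured activity.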
# BAZ2B block: qHTS Assay for Inhibitors of BAZ2B; AlphaScreen BAZ2B-H3K14Ac peptide displacement; Potency, µM (series often up to 114 µM), for inactives: at the top dose activity change, negative = inhibition, usual class: inhibitors; 360,000 tested, 4.4% active; Bromodomain adjacent to zinc finger domain protein 2B (Homo sapiens), Q9UIF8; further: on the % scale 0 is the no-effect control and ±100 the full control effect; nearly all actives have a fitted effect of over 60% in size
#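 Complex of BAZ2B and biotin-H3K14Ac (50 nM apiece) forms over 30 min at RT, then faces library compounds up to 110 uM for another 30 min; AlphaScreen beads added, 20 min dark incubation, luminescence read.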
# G9a inh: qHTS Assay for Inhibitors of Histone Lysine Methyltransferase G9a | Potency, µM (doses to about 102 µM), for the others: top-dose activity, negative = inhibition, actives largely listed as inhibitors | G9a H3K9 monomethylation, AlphaScreen, 2 h | 350,000 tested, 8.8% active | AID 504332, 2011 | Histone-lysine N-methyltransferase EHMT2 (Homo sapiens), Q96KQ7; further: on the % scale 0 is the no-effect control and ±100 the full control effect; nearly all actives have a fitted effect of over 75% in size
#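 G9a (20 nM) was preincubated 15 min with compound, then reacted 2 h at room temperature with 500 nM biotin-H3K9 peptide and 20 µM SAM. Monomethyl-H3K9 detected by AlphaScreen using anti-H3K9me1 antibody.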
# JMJD2A Tudor: qHTS Assay for Inhibitors of JMJD2A-Tudor Domain. Lysine-specific demethylase 4A (Homo sapiens), O75164. AlphaScreen JMJD2A-Tudor / H3K4me3 peptide binding. Potency, µM (highest dose often 114 µM), without a hit: at the top dose activity change, negative = inhibition, usual class: inhibitors. 390,000 tested, 4.4% active; further: on the % scale 0 is the no-effect control and ±100 the full control effect; nearly all actives have a fitted effect of over 50% in size
# * hit, by the source's call; ? = inconclusive; nt = no result given; & = joins results of further samples; [ ] = dose if it differs, or a comment. The call rests on the fitted dose curve; in most records, active means well fitted curve in the direction sought with a large enough effect; inconclusive means small, poorly fitted or top-dose-only effect, or another doubt; inactive means no such curve, though single readings can be large; an effect the other way counts as inactive or inconclusive. Potency means the concentration at half of the fitted maximal effect. These rows are one share of the data; rates above refer to the full screens.
SMILES,POLB inh,BLM helicase inh,Pol eta inh,Pol iota inh,POLK inh,APEX1 inh,BAZ2B block,G9a inh,JMJD2A Tudor
CC1(OC(=O)C2CCCC2)C(=O)C=C2C=C(c3ccsc3)N(C3CCCCC3)C=C2C1=O (stereo not given),-18%,-4%[12.4 µM],-4%,37%[activator],-22%,1%[12.4 µM],?,-27%[59 µM],?
CCS(=O)(=O)N1Cc2ccccc2CC1C(=O)Nc1cccc(S(=O)(=O)N(C)C)c1 (stereo not given),7%,-4%,-6%,0%,-7%[60.1 µM],0%,6%,26%[2.33 µM],-15%
Cc1ccc(Cl)cc1NC(=O)C(Cc1ccccc1)N1C(=O)C2C3CCC(C3)C2C1=O (stereo not given),28%,-7%,-2%,93%[activator],-22%,-2%,-3%,-8%[59 µM],0%
O=C(Nc1ccc2ccccc2c1)c1ccc(NS(=O)(=O)c2ccc(Br)s2)cc1,24%,-6%,6%,0%,-21%,6%,5%,-4%[59 µM],-16%
CCN(C(=O)COC(=O)c1cc(OC)ccc1Br)C1CCS(=O)(=O)C1 (stereo not given),nt,nt,-2%,16%,-17%,7%,nt,nt,-11%
Cc1cccc(-c2nc3scc(CCNC(=O)c4ccccc4Cl)n3n2)c1,10%,1%,-18%,-17%,2%[60.1 µM],nt,4%,4%[59 µM],-4%
O=C(C1CCN(S(=O)(=O)c2cccs2)CC1)N1CCCCCC1,-13%,2%,-8%,6%,-8%,-2%,9%,-6%,-6%
COc1ccc(C(=O)N2CCCCC2C(=O)Nc2ccc(-n3nc(C)cc3C)cc2)o1 (stereo not given),-10%,-3%,-18%,17%,-4%,13%,-23%,-10%,16µM*
COc1cc(NS(=O)(=O)c2ccc(NC(=O)CN3C(=O)c4ccccc4C3=O)cc2)ncn1,26%,2%,-17%,-3%,-5%,-6%,-4%,11%,8%
O=CNc1c(Br)cc2c(c1Br)Cc1cc(Br)ccc1-2,nt,nt,-18%,61%[activator],-6%,nt,nt,nt,-1%
COC(=O)c1ccc(NC(=O)c2cc(=O)c3ccc(C)cc3o2)cc1,-1%,-7%,-5%,22%,?,nt,6%,-5%[59 µM],-11%
CCC(CC)NC(=O)COC(=O)c1cc(Br)ccc1Cl,12%,-4%,-23%,19%,-10%,1%,4%,?,0%
CC(=O)N(CCc1cccc(C)c1)Cc1cc2cc(C)ccc2[nH]c1=O,15%,2%,-9%,?,-22%,9%,1%,nt,-6%
CN1C(=O)/C(=C/c2ccc(C(F)(F)F)cc2)Sc2ccc(C(=O)N3CCN(c4ccccn4)CC3)cc21,10%,-13%,-13%,26%,7%,-15%,?,nt,-24%
Cc1cccc(C)c1NC(=O)CSCCO,5%,2%,-12%,20%,-5%,2%,4%,5%,-8%
COc1ccccc1NS(=O)(=O)c1ccc(C(=O)NCC(c2ccc(F)cc2)N2CCOCC2)cc1 (stereo not given),nt,nt,-11%,4%,-12%,23%,nt,nt,-14%
Cc1cc(NC(=O)Nc2ccc(Cl)c(Cl)c2)n(-c2ccccc2)n1,0%,-1%,-18%,-29%[58.9 µM],-2%,-3%,21%,36%[59 µM],-10%
CCC(CO)Oc1cc(NCc2cccc(C)c2)c2ncn(C(C)C)c2c1 (stereo not given),nt,nt,-8%,?,0%,35%,nt,nt,?
CCOc1cc(CNS(=O)(=O)c2ccc3c(c2)CC(=O)N3C)cc(OCC)c1OCC,0%&3%,-1%&1%,?,42%&14%[activator],4%&-20%,28%,-23%&-5%,-6%,-9%&-17%
O=C(NC1CCC(NC(=O)C(F)(F)C(F)F)CC1)C(F)(F)C(F)F (stereo not given),2%,-2%,-6%,-4%,-1%,0%,-6%,8%[59 µM],-10%
COc1ccc(CNCC(O)(c2ccccc2)c2ccccc2)cc1,-1%,-6%,-2%,7%,-5%,5%,-1%,20%,-6%
Cn1c(=O)oc2cc(S(=O)(=O)N3CCCC(C(=O)N4CCN(c5ccc(F)cc5)CC4)C3)ccc21 (stereo not given),2%,-4%,-13%,9%,-7%,nt,-13%,-23%[59 µM],-17%
Cc1ccc(S(=O)(=O)c2ccc([N+](=O)[O-])cn2)cc1,14%,-3%,-2%,?,1%,25%,?,40µM*,-29%
CN(C)S(=O)(=O)c1cccc(COC(=O)CNC(=O)c2ccc(Br)o2)c1,nt,nt,-7%,77%[activator],-4%,-19%,-3%,15%[0.501 µM],-15%
Cc1ccc2[nH]c(=O)c3cc(C(=O)N(CCCOC(C)C)Cc4ccco4)sc3c2c1,5%&-1%,-5%&-2%,-14%&-11%,6%&-17%,-3%&-23%,-12%,-7%&1%,-30%[59 µM],?
# The results go on:
SMILES,POLB inh,BLM helicase inh,Pol eta inh,Pol iota inh,POLK inh,APEX1 inh,BAZ2B block,G9a inh,JMJD2A Tudor
O=c1[nH]c(=O)n(CCO)c2nnn(Cc3ccccc3)c12,0%,1%,9%,20%,-10%,-6%,10%,21%,-5%
Cc1ccc(SCC(=O)Nc2cccc(NC(=O)c3ccco3)c2)cc1,17%,-4%,-10%,?,-2%,-7%,-4%,39%[59 µM],-19%
COc1ccccc1/C=C/CN1CCN(c2ccccc2)CC1,2%,-6%,9%,1%,-8%,-6%,50µM*,11µM*,22µM*
Cc1ccc2oc(C(=O)Nc3ccc(S(=O)(=O)N(C)Cc4ccccc4)cc3)cc(=O)c2c1,8%,-1%,-10%,16%,-24%,nt,-17%,5%[59 µM],-8%
CCOC(=O)C1C(=O)C=C(c2cccs2)CC1c1ccccc1 (stereo not given),8%,-11%,-24%,-13%,-7%,-7%,9%,-4%,-8%
COc1ccc(NC(=O)Cn2c(=O)oc3cc(S(=O)(=O)N4CCCC4)ccc32)cc1OC,45%,0%,nt,?,-37%,nt,-17%,-21%[59 µM],-23%
Brc1ccc(-c2csc(N/N=C/c3ccco3)n2)cc1,-17%,-14%,-2%,30%,-8%,-7%,8.9µM*,?,-32%
CCOc1cc(/C=N/Nc2ncc(C)c(=O)[nH]2)ccc1O,0%,-24%,-28%,?,-2%,-23%,-12%,7%,-6%
CC1=C(C(=O)OCc2ccc(C)cc2)C(c2ccccc2Cl)CC(=O)N1 (stereo not given),-1%,-14%,-17%,0%,-12%,nt,-7%,-30%[59 µM],-19%
N#Cc1c(C(F)(F)F)cc(-c2cccs2)nc1SCC(=O)Nc1ccc(Cl)cc1,23%,-5%,-15%,10%,-11%,nt,6%,-6%[59 µM],-2%
CN(C)CC(O)COC(c1ccc(Cl)cc1)c1ccc(Cl)cc1 (stereo not given),14%,0%,-21%,31%[activator],5%,-1%,-11%,-5%,-21%
CCCc1cc(=O)n2[nH]c(CCc3ccccc3)nc2n1,-12%,-1%,-5%,12%,-12%,-2%,2%,-7%,-19%[57.1 µM]
O=C(Nc1ccc(Br)cn1)c1cccc2c1-c1ccccc1C2=O,28%,-5%,27%,32%,10%,-11%,-15%,7%[59 µM],-9%
CCOc1ccc2[nH]c(C)c(CN3CCCCC3)c(=O)c2c1,?,2%,-8%,-2%,-12%,-7%,-3%,-34%,2%[57.1 µM]
Cc1cccc(NC(=O)CCCn2c(C)c3cnn(-c4ccccc4)c(=O)c3c2C)c1C,-15%,-1%,-6%,-3%,-17%,nt,-31%,-2%[59 µM],-34%
COc1cc(OC)c(C2C(C(=O)Nc3ccccc3)=C(C)Nc3ncnn32)cc1OC (stereo not given),30%,0%&-2%,-7%&2%,8%&21%,3%&4%,-2%,-6%,-2%,-4%
O=C(COc1ccccc1)N=C1SC2CS(=O)(=O)CC2N1c1ccccc1 (stereo not given),15%,-1%,-6%,10%,3%,2%,-1%[57.1 µM],6%,-8%
COc1ccccc1-c1nccc(Nc2ccc(F)cc2)n1,nt,2%,nt,nt,-4%[60.1 µM],0%,nt,5%[0.501 µM],nt
COc1ccc(N2CC(C(=O)N3CCN(Cc4ccc5c(c4)OCO5)CC3)CC2=O)cc1 (stereo not given),9%,0%,-16%,115%[activator],5%,53%[activator],-14%,2%,-12%
O=C(C1=C(O)C(=O)N(Cc2ccccc2)C1c1ccco1)c1ccco1 (stereo not given),2%,-2%,-6%,-11%,-18%,-1%,-33%,1%[12.7 µM],-33%
CCC(CO)Oc1cc(NC(=O)c2ccccc2)c2ncn(C(C)C)c2c1 (stereo not given),nt,nt,-4%,?,13%,-1%,?,-20%[2.33 µM],-34%
Nc1cc([N+](=O)[O-])ccc1Nc1ccccc1,-1%,-8%,-4%,30%,-7%,-3%,?,40µM*,?
CC1CCc2c(sc3nnn(CC(=O)Nc4ccccc4Cl)c(=O)c23)C1 (stereo not given),-29%,-9%,-14%,-2%,-17%,nt,-12%,0%[59 µM],-15%
Cc1cc(OCc2nc(-c3cccs3)no2)cc(C)c1Cl,7%,-8%,-23%,13%,6%,-3%,213%[activator],289%[activator],243%[activator]
CCOc1ccc(C(=O)c2ccc(OC)c(O)c2O)cc1,nt,-1%,nt,nt,13µM*,13%,nt,-46%[2.33 µM],nt
CN(C)c1ccc(C(=C2C=CC(=[N+](C)C)C=C2)c2ccccc2)cc1,nt,-3%&-27%,nt,nt,-11%[12 µM],-4%&-3%,nt,11µM*,nt

# Fetched by structure from above (three):
SMILES,POLB inh,BLM helicase inh,Pol eta inh,Pol iota inh,POLK inh,APEX1 inh,BAZ2B block,G9a inh,JMJD2A Tudor
O=C(C1=C(O)C(=O)N(Cc2ccccc2)C1c1ccco1)c1ccco1 (stereo not given),2%,-2%,-6%,-11%,-18%,-1%,-33%,1%[12.7 µM],-33%
CCCc1cc(=O)n2[nH]c(CCc3ccccc3)nc2n1,-12%,-1%,-5%,12%,-12%,-2%,2%,-7%,-19%[57.1 µM]
CCOc1cc(/C=N/Nc2ncc(C)c(=O)[nH]2)ccc1O,0%,-24%,-28%,?,-2%,-23%,-12%,7%,-6%
